Lipid storage S3 – qHTS Assay for Lipid Storage Modulators in Drosophila S3 Cells. Drosophila S3 cells, BODIPY lipid droplet fluorescence, 18-24 h; cells fed with added oleic acid. Potency in µM for hits, for the others lipid storage change, negative = inhibition, % at the top dose, mostly 46.1 µM. 320,000 compounds, 0.64% hits. AID 2685; active = well fitted inhibition curve with a large enough effect in the signal ratio, with a control signal flat, not every such curve was filed as active; inconclusive = small, poorly fitted or top-dose-only effect, or effect the other way, or a change in a side signal; the % refers to the signal ratio
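Drosophila S3 cells loaded with oleic acid (400 uM, as added) and compounds at several concentrations; lipid droplets imaged by 488-nm laser-scanning cytometry, 500–530 nm intensity and object ratio to cell channel. Percent activity normalized to 20 uM Triacsin C.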
Lipid storage S3 cell count max – recorded beside Lipid storage S3, whose call it bears; cell number change, %; measured here: cell count max response;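 cells counted by Cell Tracker Red CMTPX staining in the red channel; peak over a dose series mostly up to 46.1 µM; percent activity relative to internal control wells on each plate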
The depositor's hits bear a star; i = inactive; u = inconclusive; x = no result given; [ ] = another dose, or the depositor's remark. % is scaled to controls: 0 for no effect and ±100 for the full control effect; potency is read from the fitted curve at half-maximal effect. Some of the compounds tested; count on the stated rates, not on these rows.

SMILES | Lipid storage S3 | Lipid storage S3 cell count max
CCOC(=O)C1=C(CN2CCCCCC2)NC(=O)NC1c1cccc([N+](=O)[O-])c1 (centres undefined) | -3.7% | -23.7
COc1ccc(-c2oc3ccccc3c(=O)c2OCC(=O)O)cc1 | 22.0% | 1.6
Cc1ccc(-n2c(C)c([N+](=O)[O-])c3ccc(O)c(CN(C)C)c32)cc1 | i | 7.3
O=C(CCCCCn1c(=S)[nH]c2cc3c(cc2c1=O)OCO3)N1CCN(Cc2ccccc2)CC1 | u | x
Fc1cccc(Cl)c1Cn1nnc2c(N3CCC4(CC3)OCCO4)ncnc21 | u | x
Cc1cccc(N(CC(=O)NCCC2=CCCCC2)S(C)(=O)=O)c1C | 0.2% | 1.7
O=[N+]([O-])c1c(Nc2ccc(Br)cc2)ccc2nonc12 | -1.4% | -13.5
[O-][n+]1c2c(c3c4non(O)c4ccc31)CCCC2 | i | 19.4
N#CCc1ccc(NC(=O)Nc2cccc3ccccc23)cc1 | -0.1% | -3.6
CCCCCc1ccc(-c2ccc(=O)[nH]n2)cc1 | 19.1% | 1.2
O=C(CNC1CCCCCC1)Nc1ccc(S(=O)(=O)NC2CC2)cc1 | i | x
Cc1ccccc1OCc1nc(-c2ccc(NC(=O)c3ccco3)cc2)no1 | u | x

Sorted by SMILES length (rising): some entries from above
SMILES | Lipid storage S3 | Lipid storage S3 cell count max
CCCCCc1ccc(-c2ccc(=O)[nH]n2)cc1 | 19.1% | 1.2
Cc1cccc(N(CC(=O)NCCC2=CCCCC2)S(C)(=O)=O)c1C | 0.2% | 1.7
Cc1ccccc1OCc1nc(-c2ccc(NC(=O)c3ccco3)cc2)no1 | u | x
O=C(CCCCCn1c(=S)[nH]c2cc3c(cc2c1=O)OCO3)N1CCN(Cc2ccccc2)CC1 | u | x

Single records, from the list above:
CCOC(=O)C1=C(CN2CCCCCC2)NC(=O)NC1c1cccc([N+](=O)[O-])c1 (centres undefined) reads Lipid storage S3 = -3.7%; Lipid storage S3 cell count max = -23.7
O=[N+]([O-])c1c(Nc2ccc(Br)cc2)ccc2nonc12 reads Lipid storage S3 = -1.4%; Lipid storage S3 cell count max = -13.5

Continued.
SMILES | Lipid storage S3 | Lipid storage S3 cell count max
O=C(Nc1ccc(O)cc1C(=O)O)c1ccc(NC(=O)c2ccco2)cc1 | u | x
Cc1cc(C)c(C)c(OCC(=O)NCCN(C)C)c1 | 10.6% | -1.9
O=C(CCS(=O)(=O)c1cccc2nonc12)Nc1ccc(Br)cc1 | u | x
CCC[N+]1(CC#CC(O)(c2ccccc2)C2CCCCC2)CCCCC1 (centres undefined) | u | x
Cc1cccc(-c2noc(CCC(=O)NCc3ccccc3)n2)c1 | u | x
CCn1cc(C(=O)OCC(=O)c2cc(C)n(-c3ccccc3)c2C)c(=O)c2ccc(C)nc21 | u | x
Cc1c(C(=O)Nc2c(C)n(C)n(-c3ccccc3)c2=O)oc2ccc(Cl)cc12 | -22.5% | 0.3
COc1ccc(C(=O)/C=C/C(=O)N(CC(=O)NC2CCCCC2)Cc2ccccc2OC)c(O)c1 | u | x
Cc1ccc(CN2CCN(Cc3cnc(C)s3)CC2CCO)cc1 (centres undefined) | -5.8% | 10.5
Cc1occc1-c1nc(-c2ccncc2)no1 | u | x
Nc1nc2c3ccccc3nc(Cc3ccccc3)n2n1 | i | x
COc1ccccc1C1=NN(C2=NN=C(N)Cc3ncnn32)C(O)(C(F)(F)F)C1 (centres undefined) | u | x
O=C(O)c1nc2nc(Cl)c(Cl)nc2[nH]1 | 4.7% | -1.1
CC1(C)CC(=O)C2=C(C1)NC(=S)C(C#N)C21CCCCC1 (centres undefined) | 3.7% | 5.7
O=C(Nc1ccccc1)N(CCN1CCOCC1)Cc1cccc(Cl)c1 | 16.6% | -10.2
CCCCc1cc(=O)oc2cc(OCC(=O)NCc3ccccn3)c(Cl)cc12 | u | x
Cc1ccc(C(=O)Nc2cc(S(=O)(=O)N3CCOCC3)ccc2N2CCCC2)cc1 | u | x
COc1ccccc1C1CC(c2cccs2)=NN1C(=O)CCC(=O)O (centres undefined) | 11.5% | 16.8
O=C(NC1CCCC1)C(c1c(F)cccc1Cl)N(C(=O)c1csnn1)C1CC1 (centres undefined) | 16.4µM* | -12.9*
CC(=O)Nc1nnc(S(=O)(=O)N2CCN(c3ccc(Cl)cc3[N+](=O)[O-])CC2)s1 | i | -20.6
O=C(NCCS(=O)(=O)N1CCN(c2cccc(Cl)c2)CC1)c1cc(=O)c2ccccc2o1 | i | 11.4
Cc1nn(CC(=O)NCC2CCCO2)c(=O)c2ccccc12 (centres undefined) | u | x
CN1C(=S)SC(N(O)C=C2C=CC(=O)C=C2)C1(C)C (centres undefined) | 18.6% | 13.4
Cc1cc(=O)[nH]c(SCC(=O)Nc2c(C)n(C)n(-c3ccccc3)c2=O)c1C#N | u | x

By substructure: the entries above containing an aryl methoxy group (4)
SMILES | Lipid storage S3 | Lipid storage S3 cell count max
COc1ccc(-c2oc3ccccc3c(=O)c2OCC(=O)O)cc1 | 22.0% | 1.6
COc1ccc(C(=O)/C=C/C(=O)N(CC(=O)NC2CCCCC2)Cc2ccccc2OC)c(O)c1 | u | x
COc1ccccc1C1=NN(C2=NN=C(N)Cc3ncnn32)C(O)(C(F)(F)F)C1 (centres undefined) | u | x
COc1ccccc1C1CC(c2cccs2)=NN1C(=O)CCC(=O)O (centres undefined) | 11.5% | 16.8

Further compounds
SMILES | Lipid storage S3 | Lipid storage S3 cell count max
Cc1nnc(NC(=O)CCC(=O)N2CCN(CCOc3cccc4ccccc34)CC2)s1 | -1.6% | 9.4
COC(=O)c1c(-c2ccccc2)nn(-c2ccccc2)c1C(=O)OC | u | x
COc1ccccc1CNc1cc(-c2ccccc2)ccc1OC | u | x
Cc1c(NS(=O)(=O)c2cccc(C(=O)NCc3ccc(Cl)cc3)c2)c(=O)n(-c2ccccc2)n1C | u | x
Cc1ccc(NC(=O)CN2CCC(C(=O)c3ccc4c(c3)OCCO4)CC2)cc1 | u | x
CCCCC1(C)NC(=S)N2N1C(=S)NC2(C)CCCC (centres undefined) | u | x
CCC(=O)N1CCc2cc(S(=O)(=O)Nc3ccccc3C)ccc21 | u | x
CCCCOC(=O)Nc1ccc(S(=O)(=O)Nc2ccc([N+](=O)[O-])cc2)cc1 | 8.5% | 0.3
O=C(CNS(=O)(=O)c1ccccc1Br)OCC(=O)N1CCc2ccccc21 | -5.0% | 0.4
O=C(NCc1ccco1)C(c1cccs1)N(C(=O)C1COc2ccccc2O1)c1cccc(O)c1 (centres undefined) | i | x
COc1cccc(C2SCC(=O)N2c2cccc(C)c2)c1OC (centres undefined) | u | x
Cc1ccc(NS(=O)(=O)c2ccccc2[N+](=O)[O-])cc1C | 2.6% | 11.5
C[C@H](NC(=O)OC(C)(C)C)c1nnc(SCC(N)=O)o1 | u | x
O=C(Nc1ccccc1N1CCCC1)c1ccccc1Cl | i | -13.0
Cc1ccc(C(C)C)c(OCC(=O)NCC(c2cccs2)N2CCOCC2)c1 (centres undefined) | u | x
Cn1cnnc1SCc1ccc(C#N)cc1Cl | u | x
CC1CCN(C(=O)C2c3ccccc3C(=O)N3CCc4ccccc4C23)CC1 (centres undefined) | -5.5% | -9.0
Cc1cc(NC(=O)c2c(C)noc2C)no1 | 1.6% | -13.1
CCOc1cc(/C=C2\SC(=S)N(NS(=O)(=O)c3ccccc3)C2=O)ccc1O | u | x
N#C/C(=C\c1cc(O)c(O)c(O)c1)C(N)=O | 6.0% | 20.1
Cn1cccc1C(=O)OCC(=O)Nc1cccc(S(=O)(=O)N2CCOCC2)c1 | 22.2% | -5.2
O=C(NCCC1=CCCCC1)c1ccc2c(c1)N(Cc1ccccc1)C(=O)CS2 | u | x
CCCCCn1c(N)c(-c2nc3ccccc3s2)c2c([N+](=O)[O-])nn(CC)c(=O)c21 | u | x
COc1ccc(OC)c(NC(=O)CN(Cc2ccccc2)S(C)(=O)=O)c1 | u | x
Cc1ccc(-c2noc(CCCC(=O)NC3CCCCC3)n2)cc1 | i | 1.3
CN(C)CCCN(C(=O)c1ccc(C(=O)c2ccccc2)cc1)c1nc2cc3c(cc2s1)OCO3 | u | x
Cc1ccc(-n2c(NN)nc3ccccc3c2=O)c(C)c1 | u | x
Cc1cccc(C(=O)NCC(=O)N2CCCC2)c1 | u | x
CCOC(=O)c1ccc(N2C(=O)c3n[nH]c(C)c3C2c2ccccn2)cc1 (centres undefined) | -27.7%[9.22 µM] | -19.5
CC(=O)c1cc(-c2ccccc2)n(CC(=O)N2CCCC2)c1C | u | x
CC(=O)c1c(C)oc2ccc(N(C(C)=O)S(=O)(=O)c3ccc(Cl)c([N+](=O)[O-])c3)cc12 | u | x
Cc1ccc(C(c2nnnn2CCc2ccccc2)N2CCC(C)CC2)cc1 (centres undefined) | u | x
COc1ccc(C(C)=O)cc1COC(=O)Cc1n[nH]c(=O)c2ccccc12 | u | x
Cc1[nH]nc(SCC(=O)NC(C)c2ccccc2)c1[N+](=O)[O-] (centres undefined) | -10.4% | 3.9
COc1cccc(CN(C)C(=O)C(Cc2ccccc2)NC(=O)c2ccccc2)c1OC (centres undefined) | u | x
CC1CN(C2CCN(C(=O)COc3ccc(Cl)cc3)CC2)CC(C)O1 (centres undefined) | u | x
CCC(C)NS(=O)(=O)c1ccc(NC(=O)c2ccc([N+](=O)[O-])cc2Cl)cc1 (centres undefined) | u | x
O=C(N[C@@H](Cc1ccccc1)c1nc2ccccc2[nH]1)c1cc([N+](=O)[O-])ccc1Cl | u | x
COc1ccc(C(=O)NNC(=O)CCC(=O)Nc2cc(C)on2)cc1 | 0.3% | 1.1
CCOc1ccc(CCNS(=O)(=O)c2ccc3c(c2)oc(=O)n3C)cc1OCC | u | x
COc1ccc(C(=O)COC(=O)c2cccnc2Cl)c(OC)c1 | 2.1% | 3.1
CC1(C)Cc2c(c(-c3ccco3)nc3sc4c(NCC5CCCO5)ncnc4c23)CO1 (centres undefined) | -5.8% | -19.2
O=C(NC1CCCCC1)c1ccc(S(=O)(=O)N2CCCC2)cc1 | 2.2% | -0.7
Cc1ccc(-c2[nH]ncc2/C=N/n2c(COc3ccccc3C)nc3ccccc3c2=O)cc1 | u | x
Cn1c(=O)c2c(ncn2CC(=O)Nc2ccccc2Sc2ccccc2)n(C)c1=O | u | x
Cc1c(NC(=O)C2CCCCC2)cc(C(=O)N2CCOCC2)cc1[N+](=O)[O-] | u | x
COc1cccc2c1OCC/C2=N\NC(=O)COc1ccc(C)cc1 | u | x
CCN1CCCC(NC(=O)c2cc([N+](=O)[O-])ccc2OC)C1 (centres undefined) | u | x
Cc1cccc2[nH]c3c(=O)n(CCN4CCNCC4)cnc3c12 | u | x
O=C(CSc1ccc2ccccc2c1)Nc1ccc(S(=O)(=O)Nc2nccs2)cc1 | u | x
Cc1nn(CC(=O)NC(C)c2ccccc2)c(C)c1[N+](=O)[O-] (centres undefined) | -8.6% | -22.6
CCOc1cc(C(=O)NC(C)COC)cc(OCC)c1OCC (centres undefined) | 6.2% | -0.7
COc1cccc(CNC(=O)c2ccc(NC(=O)C3=CSCCO3)cc2)c1 | u | x
O=C(Cc1ccc(Cl)cc1)NC1CCCN(Cc2ccccc2F)C1 (centres undefined) | u | x
COc1cccc(NC(=O)CC2(CC(=O)O)CCCC2)c1 | i | 2.1
COc1cccc(N2C(=O)[C@H]3C(C(=O)c4cnccn4)=NN[C@H]3C2=O)c1 | 17.8% | -7.4
O=C(O)CCCC(=O)NCc1c(Cl)cccc1Sc1ccc(Cl)cc1 | -17.4% | -10.1
CCOC(=O)C1=C(O)CSC1=Nc1ccc(C)cc1 | 5.7% | -9.3
CCCCN1CCNC[C@@H]1Cc1ccc(O)cc1 | 8.6% | 26.5
Cc1c(C)n(C(=O)CSc2nc3ccccc3[nH]2)c2ccccc12 | -0.9% | 11.1

Arranged by value in Lipid storage S3 cell count max (low to high): four of the compounds above.
SMILES,Lipid storage S3 cell count max
COc1cccc(N2C(=O)[C@H]3C(C(=O)c4cnccn4)=NN[C@H]3C2=O)c1,-7.4
CCOc1cc(C(=O)NC(C)COC)cc(OCC)c1OCC (centres undefined),-0.7
Cc1c(C)n(C(=O)CSc2nc3ccccc3[nH]2)c2ccccc12,11.1
CCCCN1CCNC[C@@H]1Cc1ccc(O)cc1,26.5

More results
SMILES | Lipid storage S3 | Lipid storage S3 cell count max
O=C(O)C1C2CCC(O2)C1C(=O)Nc1cccc(Cl)c1 (centres undefined) | -4.6% | 8.3
NS(=O)(=O)c1ccc(NC(=O)CCCCCN2C(=O)c3ccccc3C2=O)cc1 | u | x
Cn1c(C(=O)O)c(S(=O)(=O)c2ccc(Cl)cc2)c2ccccc21 | u | x
COc1cc(C(=O)NC(CCSC)C(=O)OCC(=O)NC(=O)C2CCCCC2)cc(OC)c1OC (centres undefined) | -8.5% | -21.1
COc1ccc(NC(=O)CN(c2ccccc2C)S(C)(=O)=O)c(OC)c1 | u | x
O=C(Cc1ccc(F)cc1)N/N=C/c1ccc(-c2ccc(Cl)c(C(=O)O)c2)o1 | u | x
O=[N+]([O-])c1cccc(-c2cn3nc(-c4ccccc4)c(-c4ccccc4)nc3n2)c1 | u | x
Cc1ccoc1C(=O)Nc1ccc2ccccc2c1 | i | 12.2
COc1cccc(/C=C2\SC(=O)N(CCC(=O)NC3CCS(=O)(=O)C3)C2=O)c1 (centres undefined) | u | x
CCOC(=O)C1[C@H]2C(=O)N(C(C)c3ccc(OC)cc3)C[C@]23C=C[C@H]1O3 (some centres undefined) | 5.0% | -3.6
COc1ccc(CCNC(=O)C(=O)Nc2ccc3nc4n(c(=O)c3c2)CCCCC4)cc1OC | u | x
CCn1nccc1C(=O)Nc1ccc(S(=O)(=O)NC23CC4CC(CC(C4)C2)C3)cc1 | u | x
CCOc1ccc(CCNC(=O)CSC(=S)N2CCCC2)cc1OCC | u | x
O=C(CSc1nnnn1-c1ccc(F)cc1F)Nc1ccccc1F | -5.2% | 6.0
